NR5A2 inv ag – inverse agonists of human LRH-1 (NR5A2); O00482; HEK293T StAR-luciferase reporter, LRH-1 transfected, 24 h; inhibition, % at 3.6 µM; 0.13% of 360,000 active; AID 602396;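 active = inhibition above the mean inhibition of all tested compounds plus 3 SD, cut at about 73% in these data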;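 note: 0% = DMSO wells and 100% = reporter-only cells lacking LRH-1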
TROY signal inh – TROY signaling inhibition | Q293 LMP1-TROYcd NF-kB luciferase reporter, 4 h | inhibition, % at 10 µM | 0.98% of 360,000 active | AID 1347056;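 active = compounds whose plate-normalised and pattern-corrected inhibition of the luciferase reporter signal at the single screening dose is 50% or more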
NCOA3 inh – inhibitors of human steroid receptor coactivator 3 (SRC3). inhibition, % at 3.6 µM. 0.17% of 360,000 active. HEK293 GAL4-SRC3 luciferase reporter, luminescence. Q9Y6Q9;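 active = inhibition above a per-campaign cutoff, the mean of all compounds plus 3 SD, cut at about 60% in these data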;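 note: 0% = DMSO-treated cells and 100% = gossypol-treated cells at 36 µM; higher means less SRC3-driven luciferase light from the GAL4 reporter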
C8 TRAIL sens – sensitizes caspase-8 expressing cells to TRAIL; 1% of 360,000 active; NB7+C8 cells + TRAIL, ATPlite viability luminescence; inhibition (viability loss, TRAIL sensitization), % at 10 µM;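 active = compounds causing at least 50% loss of cell viability in the single-dose screen, relative to plate controls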
Vif inh – inhibitors of HIV Vif | inhibition, % at 7.49 µM | HEK293T cells, Vif self-association by quenched fluorescence, imaging, 24 h | AID 602346 | 0.35% of 340,000 active; in the data active = inhibition above about 50%, passing the limit was not always enough; note: some results filed as inactive read as strong as hits
NOD2 RIPK2 PPI – NOD2-RIPK2 protein interaction inhibition; CHO BLA complementation NOD2-RIPK2, CCF4 ratio; O43353; 0.38% of 360,000 active; inhibition, % at 4.98 µM; in the data active = inhibition above about 21%;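 note: 0% = vehicle only and 100% = reference blocker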
TLR9-MyD88 block – inhibitors of human TLR9-MyD88 binding; Q9NR96+Q99836; CHO BLA complementation TLR9-MyD88, CCF4 FRET ratio; inhibition, % at 4.98 µM; 0.21% of 340,000 active; AID 504734;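 active = inhibition above the mean over all tested compounds plus 3 SD, cut at about 21% in these data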;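 note: 0% = DMSO only wells and 100% = clavulanate BLA inhibitor control wells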
LMP1 NFkB inh – reduces LMP1-driven NF-kappaB luciferase signal. AID 504558. LMP1-induced NF-kappaB luciferase reporter cells, luminescence. 0.69% of 350,000 active. inhibition, % at 12.5 µM; in the data active = inhibition above about 41%;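 note: 0% = neutral control wells and 100% = reference inhibitor control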
SRC2 inh – inhibits human steroid receptor coactivator 2. HEK293 GAL4-SRC2 luciferase reporter, luminescence. inhibition, % at 9 µM. Q15596. AID 651957. 0.17% of 370,000 active;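 active = inhibition above the mean inhibition of all tested compounds plus 3 SD, set per campaign, cut at about 52% in these data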;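 note: 0% = DMSO treated cells and 100% = cells given Gossypol at 36 µM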
SRC1 inh – inhibitors of human steroid receptor coactivator 1 (SRC1); HEK293 GAL4-SRC1 luciferase reporter, luminescence; AID 588354; 0.12% of 360,000 active; inhibition, % at 3.6 µM; Q15788;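 active = inhibition above the campaign mean plus 3 SD, with each screening campaign given its own cutoff, cut at about 60% in these data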;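 note: 0% = DMSO treated cells and 100% = gossypol at 36 µM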
Target sequence (Q15788 whole entry, looked up, the tested form may be a part): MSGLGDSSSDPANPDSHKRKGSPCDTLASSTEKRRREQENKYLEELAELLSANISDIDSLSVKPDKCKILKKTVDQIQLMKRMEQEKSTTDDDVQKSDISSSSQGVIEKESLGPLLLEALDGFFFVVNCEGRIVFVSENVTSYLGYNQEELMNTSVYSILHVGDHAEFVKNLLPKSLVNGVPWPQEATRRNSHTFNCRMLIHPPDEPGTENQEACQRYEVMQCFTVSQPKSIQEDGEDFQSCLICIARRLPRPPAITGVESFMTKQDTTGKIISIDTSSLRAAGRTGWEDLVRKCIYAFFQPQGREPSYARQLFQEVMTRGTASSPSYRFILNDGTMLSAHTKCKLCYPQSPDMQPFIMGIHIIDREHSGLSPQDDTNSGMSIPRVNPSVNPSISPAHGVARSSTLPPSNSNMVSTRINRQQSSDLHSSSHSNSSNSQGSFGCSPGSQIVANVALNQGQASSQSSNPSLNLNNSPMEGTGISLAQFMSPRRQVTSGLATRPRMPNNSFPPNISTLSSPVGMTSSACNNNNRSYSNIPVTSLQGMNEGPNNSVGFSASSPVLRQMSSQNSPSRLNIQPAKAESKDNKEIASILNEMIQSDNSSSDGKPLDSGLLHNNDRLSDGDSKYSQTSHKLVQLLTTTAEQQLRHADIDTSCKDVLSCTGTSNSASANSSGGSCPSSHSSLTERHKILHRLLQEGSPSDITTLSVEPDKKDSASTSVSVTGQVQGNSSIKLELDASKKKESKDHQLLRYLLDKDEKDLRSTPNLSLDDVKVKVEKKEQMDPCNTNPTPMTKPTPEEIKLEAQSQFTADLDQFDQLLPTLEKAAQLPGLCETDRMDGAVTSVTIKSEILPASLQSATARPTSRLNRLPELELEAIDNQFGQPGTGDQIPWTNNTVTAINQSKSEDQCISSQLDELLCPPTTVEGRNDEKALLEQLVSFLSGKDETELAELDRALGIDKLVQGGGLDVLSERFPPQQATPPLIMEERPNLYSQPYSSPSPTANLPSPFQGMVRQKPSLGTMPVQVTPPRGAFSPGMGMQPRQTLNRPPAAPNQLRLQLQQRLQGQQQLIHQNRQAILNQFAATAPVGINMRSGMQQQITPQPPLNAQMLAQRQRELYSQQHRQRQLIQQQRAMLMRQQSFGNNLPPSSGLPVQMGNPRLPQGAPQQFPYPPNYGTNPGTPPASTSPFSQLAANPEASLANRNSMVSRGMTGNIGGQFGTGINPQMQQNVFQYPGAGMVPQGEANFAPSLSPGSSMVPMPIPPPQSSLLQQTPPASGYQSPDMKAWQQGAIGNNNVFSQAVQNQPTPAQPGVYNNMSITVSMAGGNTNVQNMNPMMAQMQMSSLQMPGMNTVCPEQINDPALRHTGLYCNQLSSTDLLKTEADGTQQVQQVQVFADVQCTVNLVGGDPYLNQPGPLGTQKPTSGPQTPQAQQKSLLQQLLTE
COUP-TFII inh – blocks human COUP-TFII nuclear receptor; P24468; AID 686940; HEK293T NGFI-A luciferase reporter, luminescence; inhibition, % at 8.6 µM; 0.7% of 370,000 active;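 active = inhibition above a per-plate cutoff, mean inhibition of test wells between control levels plus 3 SD, cut at about 38% in these data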;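 note: cells cotransfected with COUP-TFII expression vector driving the NGFI-A reporter; 0% = median of COUP-TF2 test wells and 100% = reporter-only cells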
* hit, by the source's call; / = not tested or not shown. An excerpt, so the mix of outcomes need not match the whole.

SMILES | NR5A2 inv ag | TROY signal inh | NCOA3 inh | C8 TRAIL sens | Vif inh | NOD2 RIPK2 PPI | TLR9-MyD88 block | LMP1 NFkB inh | SRC2 inh | SRC1 inh | COUP-TFII inh
COC(=O)c1ccc2c(c1)NC(=O)C(N1CCCCC1)S2 (stereo unspecified) | -9 | 9 | 13 | 4 | 10 | -3 | -15 | 3 | -18 | -1 | -6
Cc1ccc(-c2cn(-c3ccccc3)c(SCC(=O)NC3CCS(=O)(=O)C3)n2)cc1C (stereo unspecified) | -104 | 52* | -79 | 1 | 6 | 2 | -3 | -38 | -97 | -74 | -30
CN(C)C(CNC(=O)CNC(=O)Cc1cccc2ccccc12)c1ccccc1 (stereo unspecified) | -13 | -8 | -30 | -4 | -2 | -12 | -9 | -1 | 19 | -13 | 11
COC(=O)[C@]12CCCCC=C1N(Cc1ccco1)C(=O)[C@H](CC(=O)NCCc1ccccc1OC)C2 | -2 | -5 | / | 6 | / | -10 | / | / | -7 | / | 2
Cc1ccc(-c2nc(S(=O)(=O)c3ccc(C)cc3)c(N(C)C)o2)cc1 | -3 | 6 | 3 | -2 | 2 | 2 | 1 | -1 | -12 | 8 | -6
O=C(COC(=O)c1nc(Cl)ccc1Cl)Nc1ncc(Cl)cc1Cl | 4 | 7 | 4 | 0 | 1 | 7 | -11 | 0 | 15 | 2 | 4
NC(=O)c1ccsc1NC(=O)COC(=O)COc1ccccc1[N+](=O)[O-] | 30 | 15 | -2 | -10 | 35 | 0 | 4 | 1 | -3 | 2 | 0
O=C(COC(=O)c1cnccn1)NCc1ccc(Cl)cc1 | 13 | 2 | 10 | -8 | -3 | 2 | 5 | -1 | 1 | -6 | 3
COc1ccc(-n2c(SCc3ccccn3)nc3c(c2=O)SCC3)cc1OC | 0 | 10 | 7 | -6 | -2 | -2 | -6 | -3 | 9 | 3 | 3
COCCNC(=O)c1ccc(N2CCC3(CC2)OCCO3)c([N+](=O)[O-])c1 | 3 | -9 | -2 | 3 | 4 | 8 | -8 | 0 | -29 | -3 | 4
CC(C)NC(=O)C(=O)Nc1cc2c3c(c1)CCC(=O)N3CCC2 | 12 | -12 | 6 | 7 | -5 | -4 | 15 | / | 0 | 5 | -5
O=C(NCCN1CCNC1=O)c1ccc2sc([C@@H]3O[C@H](CO)[C@H](O)[C@H](O)[C@H]3O)nc2c1 | -10 | 3 | 2 | -5 | 4 | -2 | / | / | 6 | 2 | -3
N#Cc1ccc(COC(=O)C2CCC(=O)N2)cc1 (stereo unspecified) | -6 | -10 | 14 | 7 | 14 | -9 | -7 | 11 | 1 | 8 | 2
O=C(CCCn1c(=S)[nH]c2cc3c(cc2c1=O)OCO3)NCCc1ccc(Cl)cc1 | 24 | -1 | -15 | -6 | 1 | -8 | 10 | -1 | -6 | -10 | -18
COc1cc(C(=O)NC2CCCc3ccccc32)ccc1OCC(=O)Nc1ccc(F)cc1 (stereo unspecified) | -2 | 20 | 13 | 0 | 15 | 1 | -3 | -8 | 0 | -3 | 1
CCOc1cc2[nH]c(=O)n(CCC(=O)NCCc3ccc(OC)c(OC)c3)c(=O)c2cc1OCC | 3 | -11 | -25 | 6 | / | -3 | -3 | 2 | 11 | -1 | 17
CC(C)CNC(=O)COC(=O)c1cncc(Br)c1 | -5 | 14 | 1 | -3 | 11 | 1 | -8 | -3 | -9 | 3 | 9
O=C(c1ccc(Cl)cc1)N1CCn2c1nc1ccccc12 | -18 | -47 | -1 | 3 | -4 | -2 | -1 | -7 | -25 | -22 | 14
Cc1ccccc1OCC(=O)OCC(=O)NCC1CCCCC1 | -1 | -11 | 12 | -7 | / | 8 | 6 | -2 | 7 | -7 | 11
CN(C)Cc1ccc(-c2nc3cccc4c3n2CCNC4=O)cc1 | -6 | -4 | -2 | -6 | -5 | 0 | -4 | -26 | 34 | -5 | 24
CCN(CC)S(=O)(=O)c1ccc(N2CCOCC2)c(NC(=O)CN2C(=O)NC(C)(c3ccccc3)C2=O)c1 (stereo unspecified) | 4 | 17 | 6 | -9 | 13 | -5 | -4 | 5 | -24 | 2 | 3
CCNC(=O)NC(=O)CSc1ccc(NC(C)=O)cc1 | 4 | -7 | -13 | -2 | -1 | 2 | -1 | 2 | 4 | -1 | 3
Cc1cc(C)nc(Nc2n[nH]c(-c3ccc(N)cc3)n2)n1 | -142 | -37 | -94 | 16 | 1 | -8 | 11 | 11 | -22 | -122 | -26
CCC1=C(OC(=O)N(CC)CC)N2C(=O)OC(=NCCOC)[C@]2(Cc2ccccc2)[C@H]2C1=CC[C@H]1C(=O)N(CC(=O)OC)C(=O)[C@H]12 | -3 | -2 | -2 | -20 | -3 | 11 | -4 | 5 | 10 | 2 | 3
CC(C)[C@H](NC(=O)[C@@H]1CSC2c3ccccc3C(=O)N21)C(=O)N1CCCCC1 (stereo partly specified) | 3 | -5 | -5 | -6 | 17 | -8 | 2 | 1 | 17 | 2 | -8

Limited to COUP-TFII inh and TLR9-MyD88 block, for some of the entries so far:
structure	COUP-TFII inh	TLR9-MyD88 block
O=C(c1ccc(Cl)cc1)N1CCn2c1nc1ccccc12	14	-1
Cc1ccccc1OCC(=O)OCC(=O)NCC1CCCCC1	11	6

The results go on.
SMILES | NR5A2 inv ag | TROY signal inh | NCOA3 inh | C8 TRAIL sens | Vif inh | NOD2 RIPK2 PPI | TLR9-MyD88 block | LMP1 NFkB inh | SRC2 inh | SRC1 inh | COUP-TFII inh
COc1ccc(Cl)cc1-c1nc(-c2ccncc2)no1 | 7 | -16 | 1 | 15 | -5 | 3 | -12 | -4 | -1 | -12 | -20
Cc1nn(Cc2noc(C(=O)NC3CCC(C)CC3)n2)c(C)c1Br (stereo unspecified) | 2 | -3 | 9 | 6 | 5 | 5 | 13 | -1 | 6 | -10 | -2
Cc1ccc2oc(-c3ccccc3C(=O)O)cc(=O)c2c1 | -21 | 0 | -13 | -18 | 26 | 1 | 1 | 3 | 5 | 3 | -14
COc1cccc(NC(=O)CN(C)C(=O)COc2ccccc2Cc2ccccc2)c1 | 4 | 18 | 16 | -8 | -18 | -3 | 4 | 0 | 5 | 6 | 14
COc1ccccc1OCc1nnc(SCC(N)=O)n1-c1ccccc1 | 2 | -1 | -29 | 3 | -5 | 1 | -3 | 0 | -4 | -55 | -3
CC(C)c1ccc(NC(=O)c2cc(-c3cc(F)ccc3OCC3CCCO3)n[nH]2)cc1 (stereo unspecified) | -2 | -15 | -12 | 20 | / | 3 | / | / | -6 | 3 | 2
Cc1nnc(SCc2c(Cl)cccc2Cl)s1 | -70 | -33 | -29 | -8 | -7 | -3 | 3 | -8 | -27 | -39 | -33
CC1CCCCC1NC(=O)c1c(O)nc2ccccn2c1=O (stereo unspecified) | -29 | 5 | -44 | -18 | 3 | -6 | -6 | 4 | -9 | 4 | -10
Cc1cc(C)c2nc(N3CCC(C(=O)N4CCN(c5ncccn5)CC4)CC3)sc2c1 | 6 | 27 | 2 | -11 | 8 | -13 | -6 | 9 | -15 | 5 | 11
COc1ccc(NC(=O)Nc2cccc3cccnc23)cc1 | -61 | -49 | -77 | 43 | / | -9 | -2 | -29 | -36 | -73 | -38
COc1ccc(OC)c(C2C(C(=O)c3sc(C)nc3C)=C(O)C(=O)N2CCN2CCOCC2)c1 (stereo unspecified) | -1 | 0 | 12 | -6 | 19 | -5 | 2 | 2 | -31 | -6 | -9
COC(=O)c1cccc(NC(=O)c2ccc(S(=O)(=O)N(C)c3ccccc3OC)cc2)c1 | -7 | 32 | 3 | -7 | -3 | -5 | 11 | -3 | 21 | 8 | 23
CC(=O)NC(C)(c1ccccc1)c1nc(-c2ccc(S(C)(=O)=O)cc2)cs1 (stereo unspecified) | -8 | 0 | -14 | -14 | -1 | -7 | / | / | -10 | -4 | -4
Cc1ccc(NCc2nnc(SCC(=O)Nc3nnc(C)s3)n2C)cc1 | 14 | 5 | 9 | -14 | -4 | 10 | -9 | 0 | 12 | -30 | 7
CC1=NN(c2ccc(C)cc2C)C(=O)C1C(c1ccccc1O)C1C(=O)N(c2ccc(C)cc2C)N=C1C (stereo unspecified) | -2 | -7 | 5 | -3 | 5 | -5 | -10 | -11 | 1 | -3 | 18
O=c1c(-c2ccccc2)cocc1-c1ccccc1 | -41 | -29 | -19 | 23 | -2 | -3 | 6 | -16 | -45 | -34 | -7
O=C(CNS(=O)(=O)c1cccs1)NCc1ccccc1 | -2 | 4 | 4 | 2 | -3 | 2 | -1 | -7 | -9 | -2 | 0
Cc1cccc(OCCCSc2nc3ccc(C)cc3[nH]2)c1 | -6 | 8 | -3 | -2 | -6 | 10 | -9 | -1 | -11 | -29 | 2
CC1CN(S(=O)(=O)c2cccc(C(=O)OC(C)C(=O)NC3CCCCC3C)c2)CC(C)O1 (stereo unspecified) | -8 | -9 | -14 | -11 | 3 | 1 | -7 | 3 | 1 | -2 | 15
CSc1cccc(NC(=O)N2CCCC(CNS(=O)(=O)Cc3ccccc3)C2)c1 (stereo unspecified) | -3 | -8 | 16 | -9 | -3 | 5 | 1 | -8 | -14 | 0 | 15
O=C(Nc1ccccc1)C1=C[C@@H](C2CC2)C[C@@H](OCCCCO)O1 | -51 | 9 | -82 | 14 | -4 | -6 | -13 | -12 | -32 | -91 | -7
Cn1c(=O)n(Cc2ccccc2Br)c2ccccc21 | 0 | -47 | -14 | -7 | 1 | 3 | -2 | 1 | -7 | -9 | 7
CCC(C)[C@H](NC(=O)N1CC(=O)Nc2ccccc21)C(=O)N1CCC(C(=O)O)CC1 (stereo partly specified) | -8 | 9 | 13 | -3 | 2 | -1 | -2 | / | -6 | -8 | 12
O=C(CCN1C(=O)[C@@H]2Cc3ccccc3CN2C1=O)NCc1ccccc1Cl | -2 | -6 | 11 | -3 | 0 | 2 | -3 | -4 | -2 | -1 | 17
Cc1cccc(NC(=O)CCCC(=O)OC(C)C(=O)c2ccccc2)c1 (stereo unspecified) | -13 | 0 | 0 | -3 | 2 | -3 | 5 | -8 | 3 | -4 | -20
SMILES | NR5A2 inv ag | TROY signal inh | NCOA3 inh | C8 TRAIL sens | Vif inh | NOD2 RIPK2 PPI | TLR9-MyD88 block | LMP1 NFkB inh | SRC2 inh | SRC1 inh | COUP-TFII inh
Cc1cc(C)c(C)c(OCCn2ccnc2)c1 | -3 | 20 | 4 | 4 | 9 | 1 | 8 | 0 | 17 | 10 | 0
Cc1nnc(SCc2cccc([N+](=O)[O-])c2)s1 | -21 | -25 | -15 | -3 | 15 | -6 | 5 | 1 | -26 | -60 | -46
CC(=O)c1ccc(NC(=O)CN2CCN(S(=O)(=O)c3ccc4c(c3)OCCO4)CC2)cc1 | 1 | 7 | -11 | 0 | 9 | -7 | -15 | 21 | -12 | 12 | 6
COCCCN1CC23C=CC(O2)C(C(=O)OC)C3C1=O (stereo unspecified) | 0 | -27 | 5 | -8 | / | -8 | 3 | -5 | 16 | 3 | 3
c1ccc(CSc2nnc(NC3CCCCC3)s2)cc1 | -116 | -51 | -86 | 7 | -2 | 0 | 2 | -39 | -32 | -112 | -40
CC(C)N(Cc1ccccc1)C(=O)COC(=O)c1c(F)cccc1F | 9 | -6 | -1 | 3 | 9 | -12 | 11 | 2 | 6 | 13 | 8
Cc1cc(C(=O)Nc2ccc3c(c2)OCO3)no1 | -133 | -52 | -80 | -8 | 3 | -4 | -2 | -24 | -107 | -98 | -16
Cc1cc(NC(=O)c2c(F)c(F)c(F)c(F)c2F)no1 | -21 | 1 | -13 | 3 | 7 | -11 | -2 | -5 | -1 | -9 | -12

Assay outcomes deposited in PubChem by several laboratories.
